BAP1 block – inhibitors of human BAP1 deubiquitinase | Q92560 | recombinant BAP1, Ub-AMC hydrolysis fluorescence kinetic; hits give low values | activity remaining (% of control), % at 20 µM | hit rate 0.48% among 72,000;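 active = activity remaining at or below 50% of control, provided the compound also passes the data quality filters; inactive = the rest, including low values that fail the filters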;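 note: 100% = DMSO wells rate and 0% = substrate alone blank rate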
Target sequence (Q92560 whole entry, looked up): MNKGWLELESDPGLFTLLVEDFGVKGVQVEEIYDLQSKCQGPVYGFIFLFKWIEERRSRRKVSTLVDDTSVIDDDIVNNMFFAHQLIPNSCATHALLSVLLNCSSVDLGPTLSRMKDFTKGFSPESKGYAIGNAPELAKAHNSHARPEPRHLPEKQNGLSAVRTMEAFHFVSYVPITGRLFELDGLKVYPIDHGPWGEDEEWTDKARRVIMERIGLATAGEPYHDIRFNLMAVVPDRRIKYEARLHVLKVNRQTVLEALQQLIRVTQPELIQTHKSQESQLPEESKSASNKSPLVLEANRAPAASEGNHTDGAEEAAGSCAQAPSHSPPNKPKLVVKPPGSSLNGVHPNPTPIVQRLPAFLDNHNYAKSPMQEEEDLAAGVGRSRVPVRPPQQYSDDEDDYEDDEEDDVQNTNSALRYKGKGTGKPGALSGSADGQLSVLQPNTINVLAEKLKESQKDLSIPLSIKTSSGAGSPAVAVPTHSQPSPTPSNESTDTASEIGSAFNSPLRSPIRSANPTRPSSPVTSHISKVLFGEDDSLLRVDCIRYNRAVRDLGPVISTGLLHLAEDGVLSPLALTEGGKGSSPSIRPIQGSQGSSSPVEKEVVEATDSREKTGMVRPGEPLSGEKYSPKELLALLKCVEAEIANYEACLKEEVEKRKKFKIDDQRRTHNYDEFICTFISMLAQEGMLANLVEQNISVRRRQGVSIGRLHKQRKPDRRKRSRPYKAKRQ
HePTP inhibitor – blocks human HePTP tyrosine phosphatase; P35236; recombinant HePTP phosphatase activity, OD absorbance; inhibition, % at 20 µM; hit rate 0.64% among 110,000; AID 521; in the data active = inhibition above about 50%;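 note: plate controls were vehicle for no effect and reference inhibitor for full effect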
Target sequence (P35236 whole entry, looked up): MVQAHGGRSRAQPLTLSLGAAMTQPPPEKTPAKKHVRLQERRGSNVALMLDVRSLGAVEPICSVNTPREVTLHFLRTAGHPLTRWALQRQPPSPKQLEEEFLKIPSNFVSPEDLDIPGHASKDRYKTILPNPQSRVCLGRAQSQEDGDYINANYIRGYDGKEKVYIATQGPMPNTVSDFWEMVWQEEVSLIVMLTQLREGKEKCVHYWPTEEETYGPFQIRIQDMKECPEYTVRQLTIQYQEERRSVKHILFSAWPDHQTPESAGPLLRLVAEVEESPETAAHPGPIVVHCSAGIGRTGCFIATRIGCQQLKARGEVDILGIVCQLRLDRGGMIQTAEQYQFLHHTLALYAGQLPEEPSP
Active calls of the source: *; . = no result given; & = joins results of further samples.

Every second line gives: BAP1 block | HePTP inhibitor
- N/C(=N\OC(=O)c1ccc([N+](=O)[O-])cc1)c1ccccc1Cl
    . | 7
- COc1ccc(Cl)cc1C(=O)N(C)c1ccccc1
    . | 3
- CC(C)c1ccc(NC(=O)C(=O)NCc2ccco2)cc1
    . | -3
- COc1ccc(C)cc1NC(=O)c1cccc([N+](=O)[O-])c1C
    . | 9
- COc1ccccc1Nc1ncc(C(=O)N2CCC(C(N)=O)CC2)c2ccccc12
    . | 2
- CN(C)c1ccc(/C=C/c2[nH]c(=O)[nH]c(=O)c2[N+](=O)[O-])cc1
    . | -12
- O=C(CCCCC(=O)NCc1cccs1)NCc1cccs1
    122 | -12
- Cc1ccn2c(C(=O)N/N=C\c3ccc4c(c3)OCO4)c(C)nc2c1
    . | -15
- COC(=O)c1ccc(OC(=O)c2ccccn2)cc1
    96 | 12
- O=C(C1=C(O)C(=O)N(CCN2CCOCC2)C1c1ccncc1)c1ccco1 (stereo not given)
    95 | 5
- COCc1ccc2oc(C(=O)O)cc2c1
    97 | 0
- COc1ccc(CCNC(=O)C(=O)Nc2cc(C)ccc2C)cc1
    . | 6
- COc1ccccc1NS(=O)(=O)c1ccc(Br)c(C(=O)Nc2ccccc2)c1
    . | -7
- O=C(COc1ncnc2sccc12)N1CCN(S(=O)(=O)c2ccc(Cl)cc2)CC1
    97 | 5
- CC(=O)Nc1sc(C)c(C)c1C(=O)OC1CCOC1=O (stereo not given)
    90 | 6
- CCOC(=O)CNC(=O)c1cc(-c2ccc(Cl)c(Cl)c2)nc2ccccc12
    . | 10
- COCCN1C=C(C(=O)OC)C(c2ccc3c(c2)OCO3)C(C(=O)OC)=C1
    79 | 0
- O=C(CN(Cc1ccccc1)S(=O)(=O)c1ccccc1)NCc1ccco1
    . | 2
- Cc1c(Cc2ccccc2)c(N2CCOCC2)n2c(nc3ccccc32)c1C#N
    203 | .
- Cc1coc2c(C)c3oc(=O)c4c(c3cc12)CCCC4
    81 | 8
- O=c1c2ccccc2nnn1CSc1nnc(-c2ccco2)o1
    . | -2
- COc1ccc(CNC(=O)COc2ccc(C)cc2)cc1
    . | 0
- COC(=O)c1ccccc1NC(=O)c1cc2nc(-c3ccccc3)cc(C)n2n1
    . | 37
- O=[N+]([O-])c1ccc(N/N=C\c2ccc(N3CCOCC3)o2)nc1
    . | 9
- CCSc1nc2c(cc1C#N)CCCC2
    . | 11
- Cc1ccc(OCCOc2ccc(Cl)cc2C=C2C(=O)NC(=S)NC2=O)cc1
    . | 4
- CC(C)n1nc(C(=O)OCC(=O)N(C)C2CCS(=O)(=O)C2)c2ccccc2c1=O (stereo not given)
    110 | 9
- CCn1nnnc1SCC(=O)Nc1nc(-c2cccs2)cs1
    89 | 10
- COc1cc(NS(=O)(=O)c2ccc(NC(=O)c3ccc(OC)c(OC)c3)cc2)ncn1
    103 | .
- N#CSCCCCOc1ccc(I)cc1
    . | 6
- Cn1nnc(-c2ccc(OCc3ccccc3F)cc2)n1
    88 | 6
- N#Cc1cccc(Cn2nnc(-c3ccccc3)n2)c1
    118 | 8
- Cc1onc(-c2c(Cl)cccc2Cl)c1C(=O)Nn1cnnc1
    110 | 5
- COc1ccc(CN2CCN(C(=O)c3ccco3)CC2)cc1
    110 | 2
- O=C(NCC1CCCO1)C(=O)Nc1ccc(Cl)c(C(F)(F)F)c1 (stereo not given)
    . | -2
- CCCC(=NCC(=O)O)C1=C(O)C(C(=O)OC)C(C)(C)CC1=O (stereo not given)
    102 | 5
- CN=C(C)C1=C(O)C(C(=O)OC)C(C)(C)CC1=O (stereo not given)
    97 | 8&-6
- COc1cc(/C=N/N2C(=O)c3ccccc3C2=O)c([N+](=O)[O-])cc1OC
    . | -1
- Cc1ccc(CCC(=O)Nc2ncc(Cc3ccc(Cl)cc3Cl)s2)o1
    . | -2
- Nc1nc2c(nc(Br)n2C2OC3COP(=O)(O)O[C@@H]3C2O)c(=O)[nH]1 (stereo not given in full)
    92 | .
- O=[N+]([O-])c1ccc(Oc2ccc(S(=O)(=O)Nc3ccc4c(c3)OCCO4)cc2)cc1
    109 | .
- Cc1ccc(CNC(=O)C(=O)NC(C)C)cc1
    . | -12
- COc1cc(OC)cc(C(=O)Nc2ccc(I)cc2Cl)c1
    . | -5
- CCOC(=O)N1CCN(C(=O)CN2C(=O)COc3ccc(C)cc32)CC1
    105 | 1
- COc1cccc(N2CCN(C3CC(=O)N(c4ccc(C)c(Cl)c4)C3=O)CC2)c1 (stereo not given)
    96 | 3
- CC(/C=N/NC(=O)c1cc(-c2ccccc2)n[nH]1)=C\c1ccccc1
    . | 0
- Cc1ccc(N2C(=O)C(=O)/C(=C(/O)c3ccccc3)C2c2ccc(O)cc2)cc1Cl (stereo not given)
    . | -4
- Cc1[nH]c2ccccc2c1/C=C/c1nc2ccccc2c(=O)n1-c1ccccc1[N+](=O)[O-]
    . | -4
- O=C1N(c2ccc(Cl)c(Cl)c2)CN(Cc2ccccc2)CN1n1cnnc1
    97 | 8
- Cc1ccc(C2CC(=O)Nc3sc(C(N)=O)c(N)c32)cc1 (stereo not given)
    110 | -6
- Brc1cnc(N2CCCC2)nc1N1CCOCC1
    58 | .
- O=C(O)C1CCCCN1C(=O)c1ccccc1 (stereo not given)
    . | -6
- COc1ccc(C(=O)NC(C)C2COc3ccccc3O2)c(OC)c1 (stereo not given)
    . | -12
- CCCCOC(=O)CN1C(=O)c2ccc(C(=O)OCCCC)cc2C1=O
    78 | -2
- COc1ccc(NC2=C(Cl)C(=O)N(c3ccccc3Cl)C2=O)c(OC)c1
    . | 4
- COC(=O)C1=C(C)N(c2ccc(F)cc2)C(=O)/C1=C\c1ccccc1O
    . | 2
- COc1ccc([N+](=O)[O-])cc1/C=C1/SC(=O)NC1=O
    . | -16
- CC(=O)Oc1ccc2c(C)c(C)c(=O)oc2c1C
    . | -5
- COc1ccc(C(=O)CSc2nnc(-c3cnccn3)n2Cc2ccco2)cc1
    106 | 5
- CC(=O)NN1C(=O)/C(=C/c2cccc(O)c2)SC1=S
    . | 3

The results go on.
Every second line gives: BAP1 block | HePTP inhibitor
- CCCc1cc(-n2ccnc2)n2c(nc3ccccc32)c1C#N
    79 | 11
- O=C(OC(C(=O)NCc1cccs1)c1ccccc1Cl)c1ccco1 (stereo not given)
    104 | 7
- Cc1cc(NC(=O)CCN2CCC(C(N)=O)CC2)ccc1Br
    . | -4
- CCOc1cc(C(=O)NC2CCSC2=O)cc(OCC)c1OCC (stereo not given)
    . | 7
- COc1cc(NC(=O)c2cccc(Cl)c2)ccc1NC(=O)c1ccco1
    . | 0
- CCc1cc2c(CN3CCN(CCO)CC3)cc(=O)oc2cc1O
    . | 0
- Cc1ccc(SC/C(O)=C(\C#N)c2nc3ccccc3n2C)cc1
    69 | 5
- CC(C)N1C(=S)SC(C)(C)C1NO (stereo not given)
    95 | 5
- Cc1ccc(S(=O)(=O)Nc2ccc(S(=O)(=O)N3CCCCC3)cc2)cc1[N+](=O)[O-]
    . | 0
- Cc1cc(N)ccc1-n1c(C)ccc1C
    116 | 8
- Cc1cc(C)c2cc(C#N)c(NCCCNC(=O)CCC(=O)O)nc2c1
    121 | 9
- CCN1c2ccccc2NC2C1C(C(C)=O)C(=O)N2c1ccc(Cl)cc1 (stereo not given)
    90 | 8
- COc1ccc2[nH]c(=O)c(CN(CC3CCCO3)C(=O)Nc3ccccc3OC)cc2c1 (stereo not given)
    . | 9
- CC(N)=NCCCC[C@@H](N)C(=O)O
    95 | .
- CCn1c(C(=O)N2CCC(C(=O)NCc3ccc4c(c3)OCO4)CC2)cc2sccc21
    94 | 13
- COc1cc(/C=N/n2cnnc2)ccc1OS(=O)(=O)c1ccccc1[N+](=O)[O-]
    . | 4
- CCOc1ccccc1N(CC(=O)Nc1ccc(OC)c(OC)c1)S(=O)(=O)c1ccccc1
    . | 5
- Cn1c(=O)c2c(ncn2CC(=O)N2CCN(c3ccc([N+](=O)[O-])cc3)CC2)n(C)c1=O
    . | -7
- NC(N)=Nc1nc(CSCC/C(N)=N/S(N)(=O)=O)cs1
    101&93 | 6
- Cc1ccccc1C(=O)OCn1nnc2ccccc2c1=O
    102 | 8
- CCc1ccc2oc(-c3cccc(NC(=O)c4cccc(C)c4)c3)nc2c1
    . | 10
- Cc1cc(Nc2cc(F)ccc2C)n2nc(C)nc2n1
    98 | 10
- Clc1ccc2nc(CSc3nc4ccccc4s3)cn2c1
    107 | .
- CCN(CC)CCNc1nc2ccccc2n1C
    78 | 8
- Cc1oc(/N=C/c2ccc(Cl)cc2Cl)c(C#N)c1C
    76 | 2
- Cc1cc(C)n(C(=O)CNC(=O)c2ccc(Br)cc2)n1
    . | 9
- C=CCc1c(C)[nH]c2ccc(C(=O)OCC)cc2c1=O
    . | -19
- Cc1ccnc(NC(=O)C2CCCCC2C(=O)O)c1 (stereo not given)
    . | 9
- COC(=O)CSC1=C(C#N)C(c2cccc(F)c2)CC(=O)N1 (stereo not given)
    106 | -2
- COc1ccc(OC)c(-n2c(N)c(C(=O)NCC3CCCO3)c3nc4ccccc4nc32)c1 (stereo not given)
    85 | 10

Reformatted with values ahead of the structure: entries from further up
BAP1 block	HePTP inhibitor	SMILES
.	9	Cc1ccnc(NC(=O)C2CCCCC2C(=O)O)c1 (stereo not given)
106	-2	COC(=O)CSC1=C(C#N)C(c2cccc(F)c2)CC(=O)N1 (stereo not given)

More results
Every second line gives: BAP1 block | HePTP inhibitor
- O=C(Cn1cnc2ccccc2c1=O)c1c[nH]c2ccccc12
    97 | 5
- Cc1occc1C(=O)O/N=C(\N)c1cccnc1
    . | 0
- O=C(Nc1cccc(C(F)(F)F)c1)c1ccc2ccccc2c1
    68 | .
- Cc1ccc(-c2ccc(/C=N/N3C(=O)C4C(C3=O)C3C=CC4C34CC4)o2)c([N+](=O)[O-])c1 (stereo not given)
    . | 11
- C1CCC(n2nnnc2CN2CCCC2)CC1
    106 | 9
- COc1cc(OC)cc(C(=O)Nc2ccc(-c3nc4ccccc4o3)c(O)c2)c1
    241 | .
- COc1cc(NC(=O)C2CCCN2S(=O)(=O)c2cccc3cccnc23)cc(OC)c1OC (stereo not given)
    84 | 17
- Cc1cc(CCN2CCC(=O)NC2=O)ccc1OC(C)C
    107 | 4
- Cc1c(Br)c([N+](=O)[O-])nn1CC(=O)NCc1cccs1
    173 | 3
- Cc1cccc(-c2nnc(SCC#N)n2Cc2ccccc2)c1
    106 | 8
- CN(C)c1ccc(C(=O)Nc2nnc(-c3ccc(Cl)cc3)o2)cc1
    89 | 16
- Cc1ccc(C(=O)NN2C(=O)c3ccc(S(=O)(=O)c4ccc(C(=O)O)cc4)cc3C2=O)cc1
    . | 5
- CCCOC(=O)C1[C@H]2C(=O)N(Cc3ccco3)C[C@]23C=C[C@H]1O3 (stereo not given in full)
    85 | 7
- COc1cccc(NC2=CC(=O)CC(C)(C)C2)c1
    . | -16
- COc1ccccc1/C=C1\SC(=S)N(CCC(=O)NNC(=O)c2ccccc2O)C1=O
    . | 3
- CCc1c(C)sc(NC(=O)COc2ccc(Cl)cc2)c1C(N)=O
    . | -1
- O=C1NC(=S)N(c2cccc(Br)c2)C(=O)/C1=C/c1ccc(Cl)cc1
    . | 0
- COc1ccc(/C=C2\C(=O)N(c3cccc(C(=O)O)c3)N=C2C)cc1Br
    . | 7
- CCOc1ccccc1NC1c2ccccc2C(=O)N1Cc1ccco1 (stereo not given)
    98 | 11
- CCc1cc2c(=O)c(-c3nc4ccccc4s3)coc2cc1OC(=O)c1ccco1
    55 | .
- CCCCn1ccnc1C(=O)c1cccc(S(=O)(=O)N2c3ccccc3CC2C)c1 (stereo not given)
    . | 2
- CCOC(=O)c1[nH]c2ccc(OCC)cc2c1NC(=O)CN1CCN(c2ccccc2)CC1
    764 | 4
- CCc1ccccc1N1C(=O)NC(=O)/C(=C\c2cc(C)n(-c3cccnc3)c2C)C1=O
    . | -5
- CCC(=O)N1c2ccccc2NC2=C(C(=O)CC(c3ccc(OC)cc3)C2)C1c1ccccc1 (stereo not given)
    . | 7
- Cc1sc2ncnc(OCC(=O)NCC3CCCO3)c2c1C (stereo not given)
    107 | -4
- CCOC(=O)N1CCN(c2c(NC3CCN(Cc4ccccc4)CC3)c(=O)c2=O)CC1
    88 | 2
- COC(=O)c1c(O)ccc(Oc2ccccc2)c1C(=O)OC
    91 | 12&0
- Cc1noc(/C=C/N(C)C)c1S(=O)(=O)N1CCCC(C(=O)NC2CCCCC2C)C1 (stereo not given)
    62 | -1
- COC(=O)c1ccc(NC(=O)c2cccc(Cl)c2Cl)cc1
    . | -9
- CN1C(=O)/C(=C\c2cn(Cc3ccc(F)cc3)c3ccccc23)SC1=S
    . | 9

Single records, as listed above:
O=c1c2ccccc2nnn1CSc1nnc(-c2ccco2)o1 across the screens: BAP1 block = .; HePTP inhibitor = -2
COc1ccc(CNC(=O)COc2ccc(C)cc2)cc1 across the screens: BAP1 block = .; HePTP inhibitor = 0

Going on with the list:
Every second line gives: BAP1 block | HePTP inhibitor
- COc1ccc(C2Nc3ccccc3NC3=C2C(=O)CC(c2ccccc2)C3)cc1OC (stereo not given)
    . | 4
- CC#CCCCC(=O)Nc1ccc(C(=O)O)cc1
    105 | 45
- c1ccc(OCCSc2nnnn2-c2ccccc2)cc1
    72 | 6
- O=C(c1cccc(C(F)(F)F)c1)N1CCCCCC1
    110 | 5
- OCc1cn(-c2ccccc2)nc1-c1ccc(-c2nn(-c3ccccc3)cc2CO)cc1
    . | 6&4
- COc1ccc(/C=C2/SC(=O)N(CNc3cc(C)ccc3C)C2=O)cc1OC
    . | -1

Quoted from above (two entries):
Every second line gives: BAP1 block | HePTP inhibitor
- CC(=O)NN1C(=O)/C(=C/c2cccc(O)c2)SC1=S
    . | 3
- CCCc1cc(-n2ccnc2)n2c(nc3ccccc32)c1C#N
    79 | 11

Assay outcomes: PubChem BioAssay, several laboratories
